Source: PubChem BioAssay (National Center for Advancing Translational Sciences (NCATS))
IDH1 R132H inh – inhibitors of human mutant IDH1 R132H; IDH1-R132H enzyme, NADPH consumption, diaphorase/resazurin fluorescence; 0.093% of 390,000 active; O75874; Potency, µM (highest dose often 76.6 µM), for the others: at the highest dose activity change, negative = inhibition, most hits filed as inhibitors; AID 602179; further: potency means the concentration at half of the fitted maximal effect; on the % scale 0 is the no-effect control and ±100 the full control effect; nearly all actives have a fitted effect of over 65% in size
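IDH1-R132H (0.5 ug/mL dispensed) in pH 7.5 Tris buffer was preincubated 30 min with compound, then given a substrate mix of 0.016 mM NADPH and 2 mM alpha-KG for 80 min at room temperature; remaining NADPH was read by diaphorase/resazurin fluorescence.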
Vif-APOBEC3F blk – blocks the Vif interaction with APOBEC3F; 0.2% of 390,000 active; HeLa A3F-eYFP + Vif (tagged APOBEC3F with the HIV-1 protein that degrades it), YFP fluorescence increase; AID 602313; Potency, µM (highest dose often 46.1 µM), without a hit: at the top dose activity, negative = active; further: potency means the concentration at half of the fitted maximal effect; % of control where 0% means no effect; nearly all actives have a fitted effect of over 65% in size
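HeLa cells stably expressing A3F-eYFP plus Vif, plated and incubated overnight at 37 deg C, then exposed to compounds overnight at 37 deg C. Blocked degradation read as raised yellow fluorescence (Ex 488/Em 500-530).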
Vif-APOBEC3G blk – Vif-A3G binding inhibition; Q9HC16; Potency, µM (titrated, usually from 46.1 µM), inactives show at the highest dose activity, negative = active, actives largely listed as inhibitors; HeLa A3G-eYFP + Vif (tagged APOBEC3G with the HIV-1 protein that degrades it), YFP fluorescence, overnight; 0.076% of 410,000 active; AID 602310;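 further: potency means the concentration at half of the fitted maximal effect; on the % scale 0 is the no-effect control and ±100 the full control effect; nearly all actives have a fitted effect of over 60% in size; hits raise eYFP signal because A3G escapes Vif-driven loss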
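HeLa cells stably expressing Vif and C-terminally eYFP-tagged A3G, seeded overnight at 37 deg C, then exposed to compound by pintool overnight at 37 deg C. Rise in yellow fluorescence (Ex 488/Em 500-530, Acumen) marks blocked Vif-driven A3G degradation.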
Glioma ERSR ind – ER stress response induction in glioma; U87-MG GRP78 promoter luciferase reporter, 16 h; Potency, µM, for the others: at the highest dose activation, most hits filed as activators; 0.02% of 420,000 active; AID 602332; further: potency means the concentration at half of the fitted maximal effect; series mostly up to about 76 µM; % of control where 0% means no effect; nearly all actives have a fitted effect of over 35% in size
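ERSR induction read as luciferase luminescence (Bright-Glo, 10 min at room temperature) in stably transfected human U87-MG glioma cells exposed to compounds for 16 h, using GRP78 as sensor.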
RGS4 inh – human RGS4 inhibition; Potency, µM (highest dose often 114 µM), without a hit: top-dose activity change, negative = inhibition, actives largely listed as inhibitors; 0.039% of 390,000 active; Transcreener GDP fluorescence polarization, RGS4-accelerated GTP hydrolysis; AID 504845; P49798; further: potency means the concentration at half of the fitted maximal effect; on the % scale 0 is the no-effect control and ±100 the full control effect; nearly all actives have a fitted effect of over 75% in size; some results filed as inactive show a strong effect at the top dose
Target sequence (P49798 whole entry, looked up): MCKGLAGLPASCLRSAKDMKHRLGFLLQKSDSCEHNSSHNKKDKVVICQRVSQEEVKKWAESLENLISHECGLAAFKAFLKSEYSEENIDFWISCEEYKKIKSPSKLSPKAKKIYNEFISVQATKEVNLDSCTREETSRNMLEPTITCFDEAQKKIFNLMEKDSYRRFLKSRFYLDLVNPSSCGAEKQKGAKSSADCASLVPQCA
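MLSMR compounds (23 nl, pin-transferred) preincubated 10 min at room temperature with a 500nM (2x) first reagent, then RGS4 at 900nM (2x) plus Transcreener GDP mix added; fluorescence polarization (620/688 nm) read before and after 90 min at 30 °C.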
TrxR1 substrate – substrates of rat thioredoxin reductase 1 | purified TrxR1 substrate turnover, NADPH consumption readout | O89049 | 0.01% of 390,000 active | Potency, µM (top dose mostly 114 µM), for inactives: top-dose activity change, negative = substrate turnover; further: potency means the concentration at half of the fitted maximal effect; on the % scale 0 is the no-effect control and ±100 the full control effect; nearly all actives have a fitted effect of over 50% in size
Target sequence (O89049 whole entry, looked up): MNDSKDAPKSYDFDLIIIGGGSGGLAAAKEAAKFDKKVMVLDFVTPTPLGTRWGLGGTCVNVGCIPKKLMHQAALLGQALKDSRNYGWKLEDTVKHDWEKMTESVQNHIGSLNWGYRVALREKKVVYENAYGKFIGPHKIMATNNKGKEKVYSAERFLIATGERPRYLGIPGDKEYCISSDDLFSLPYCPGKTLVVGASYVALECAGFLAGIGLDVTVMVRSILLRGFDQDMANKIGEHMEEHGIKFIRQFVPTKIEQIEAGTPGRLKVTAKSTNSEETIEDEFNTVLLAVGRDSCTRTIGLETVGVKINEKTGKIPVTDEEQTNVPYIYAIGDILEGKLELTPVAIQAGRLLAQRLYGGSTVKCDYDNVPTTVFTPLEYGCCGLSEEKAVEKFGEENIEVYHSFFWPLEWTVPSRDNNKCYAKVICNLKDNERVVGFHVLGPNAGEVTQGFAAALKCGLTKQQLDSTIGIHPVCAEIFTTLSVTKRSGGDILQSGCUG
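Rat TrxR1, dispensed at 90 nM, was prereduced with 400 uM NADPH (final) for 5 min at ~22 deg C, then incubated with compound 15 min before 400 uM selenite. A first-read NADPH fluorescence drop versus no-compound background flagged substrates.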
USP1 inh – blocks the human USP1/UAF1 deubiquitinase complex; recombinant USP1/UAF1, Ub-Rhodamine cleavage fluorescence; 0.23% of 390,000 active; Potency, µM (titrated, usually from 57.1 µM), without a hit: at the highest dose activity change, negative = inhibition, actives largely listed as inhibitors; O94782; AID 743255; further: potency means the concentration at half of the fitted maximal effect; on the % scale 0 is the no-effect control and ±100 the full control effect; nearly all actives have a fitted effect of over 60% in size; inactives centre near -12
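USP1/UAF1 complex (1 nM) preincubated 15 min at room temperature with compound, then Ub-Rho substrate (150 nM final) added. Kinetic fluorescence at 480/540 nm over 6 reads at 60 s intervals; 50 mM HEPES pH 7.8, 0.5 mM EDTA, 0.1 mg/ml BSA, 1 mM TCEP, 0.01% Tween-20.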
TrxR1 inh – rat TrxR1 inhibition | 1% of 390,000 active | recombinant rTrxR1, NADPH fluorescence consumption, selenite substrate | O89049 | Potency, µM (doses to about 114 µM), inactives show at the highest dose activity change, negative = inhibition, usual class: inhibitors; further: potency means the concentration at half of the fitted maximal effect; on the % scale 0 is the no-effect control and ±100 the full control effect; nearly all actives have a fitted effect of over 65% in size
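Rat TrxR1 (90 nM in the dispensed reagent) was pre-reduced with 400 uM NADPH for 5 min at room temperature, then incubated with compound for 15 min. After 400 uM selenite was added, NADPH fluorescence (Ex 340/Em 450 nm) was followed for 8 min.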
LDHA block – blocks human lactate dehydrogenase A; purified LDHA, NADH/diaphorase-resazurin fluorescence; active compounds read low; P00338; AID 1347041; 0.15% of 480,000 active; activity change, % (values are at about 110 or 230 µM); in the data active means activity change below about -30%; inconclusive means mostly about -25% to -30%;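 further: plate controls were DMSO wells for no effect and wells without enzyme for full effect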
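LDH5 2 nM; NADH 0.06 mM, pyruvate 0.2 mM; 200 mM Tris pH 7.4, EDTA, Tween-20; 5 min RT. Detection: diaphorase 0.133 mg/mL + resazurin 37 µM, fluorescence ex540/em590 at 0 and 20 min; normalized to enzyme-free and DMSO wells.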
* = called active by the depositor; ? = inconclusive; · = no result given; & = joins results of further samples; [ ] = another dose, or the depositor's remark. Unless noted, the call rests on the fitted dose curve; in most records, active means well fitted curve in the direction sought with a large enough effect; inconclusive means small, poorly fitted or top-dose-only effect, or another doubt; inactive means no such curve, though single readings can be large; an effect the other way counts as inactive or inconclusive.

compound	TrxR1 substrate	Vif-APOBEC3F blk	Glioma ERSR ind	RGS4 inh	USP1 inh	LDHA block	TrxR1 inh	IDH1 R132H inh	Vif-APOBEC3G blk
COc1cccc(NC(=S)/C(=C(\[O-])c2ccc([N+](=O)[O-])cc2)[n+]2ccccc2)c1	-3%	-2%	6%	-31%[11.4 µM]	-27%	-1	?	3%	2%
CC1CCC(N2CC(=O)N(CCC3=CCCCC3)C(c3ccc(F)cc3)C2=O)CC1 (stereo not drawn)	1%[57.1 µM]	9%	-2%	-1%	-13%	0	12%[57.1 µM]	16%	2%
Cc1cc(S(=O)(=O)NCCCN2CCOCC2)ccc1Br	-2%	3%	0%	-1%	-7%	-4	13%	1%	0%
O=C(c1ccc(Cl)cc1)N1CCN(CCc2ccncc2)CC1	3%	-7%	-3%	22%	-1%	-1	?	-4%	3%
CCCCn1c(N)c(N(CCC(C)C)C(=O)C2CCN(C(=O)c3ccccc3C)CC2)c(=O)[nH]c1=O	3%	-11%	-3%	-39%	-15%	0	10%	2%	-5%
CCCCCOC(=O)CSc1ncnc2c1sc1nc(N3CCOCC3)c3c(c12)CCCC3	9%	-4%	-1%	1%	-16%	0	33%	0%	-1%
Cc1cc(C)c(CN2CCN(Cc3ccc(C)o3)C(CCO)C2)c(-n2cccn2)c1 (stereo not drawn)	5%[57.1 µM]	-3%	-3%	12%	-26%	-9	5%[57.1 µM]	-1%	-22%
O=S(=O)(NNc1ncc(C(F)(F)F)cc1Cl)c1ccccc1	0%	-33%	2%	-18%	6%	1	12%	3%	-2%
COC(=O)C1CCN(C(=O)COC(=O)c2ccc(OC)c(S(=O)(=O)N3CCCc4ccccc43)c2)CC1	-8%	1%	-4%	9%	10%	-8	11%	3%	-2%
COc1ccc(NC(=O)C(c2cc3c(cc2[N+](=O)[O-])OCO3)N2CCN(C=O)CC2)cc1 (stereo not drawn)	11%[57.1 µM]	8%	1%	18%	-1%	-1	11%[57.1 µM]	18%	1%
CCOC(=O)c1sc(NC(=O)c2ccco2)nc1C	11%	-12%	0%	38%	3%	-4	14%	-2%	0%
CCc1ccc(CC(=S)N2CCOCC2)cc1	-4%	4%	4%	-46%	-19%	-2	19%	10%	1%
CCOC(=O)CSc1nc(C)cc(C)c1C#N	-4%	-9%	7%	5%	9%	1	-13%	0%	-1%
COc1cccc(CCNC(=O)c2cnc3sc(N4CCOCC4)nn3c2=O)c1	44%[activator]	5%	-5%	-1%	10%	1	9%	5%	2%
COc1ccc(CCC(=O)Nc2cccc(S(=O)(=O)N3CCCCCC3)c2)cc1OC	-1%	0%	-5%	5%	-15%	-17	29%	-9%	9%
COc1ccc(C2(CNC(=O)/C=C/c3ccco3)CCCC2)cc1OC	5%	-2%	-3%	?	-12%	2	3.5µM*	10%	0%
O=S(=O)(c1ccccc1)C1CC1(c1ccccc1)c1ccccc1 (stereo not drawn)	5%[11.4 µM]	1%	-3%	3%	-14%	0	10%[11.4 µM]	5%	-1%
O=C(NCCc1ccccc1)C1CCN(S(=O)(=O)c2ccc(Br)s2)CC1	-9%	-11%	0%	18%	-7%	-1	-9%	-3%	-2%
CCN(CC(=O)Nc1ccccc1C(F)(F)F)C(=O)Cc1sc(C)nc1-c1ccc(F)cc1	-14%	9%	-4%	18%	3%	3	-20%	-3%	2%
COc1cccc(CNC(=O)c2nnn(CC(=O)Nc3c(C)cccc3C)c2N)c1	-2%	-14%	-4%	14%	-11%	-12	11%	-1%	0%
CCC(=O)Nc1cc(=O)[nH]c2nc(-c3ccc(Cl)cc3)nn12	-8%	-7%	2%	-1%[11.4 µM]	-12%	-6	-6%	-3%	-1%
COc1ccccc1CNC(=O)C(NS(=O)(=O)c1ccc2c(c1)CCN2C(C)=O)C(C)C (stereo not drawn)	1%	3%	-3%	0%	-7%	-19	10%	-20%	2%
CCOc1ccccc1NC(=O)C1=C(C)Nc2ncnn2C1c1ccccn1 (stereo not drawn)	3%[57.1 µM]	3%	-4%	-19%	-25%	1	28%[57.1 µM]	16%	0%
Cc1ccc(N2C(=O)C3C4C=CC(CNC(=S)Nc5ccc(Cl)cc5)(O4)C3C2=O)cc1 (stereo not drawn)	-2%	-6%	-1%	?	-16%	-6	28µM*	-4%	1%
COc1ccccc1NC(=O)N(C)C[C@H]1OCc2cnnn2CCCC(=O)N([C@H](C)CO)C[C@@H]1C	·	-12%	-4%	·	1%	-2	·	-6%	1%
CNc1nnc(SCC(=O)c2c(N)n(C3CC3)c(=O)[nH]c2=O)s1	1%	-20%	-3%	-10%	-10%	-4	-1%	-3%	0%
N#Cc1ccc(C(=O)N2CCC3CC2c2cc(-c4ccccc4)ccc23)cc1 (stereo not drawn)	-5%	5%	-1%	6%	?	-6	12%	-7%	2%
CCOC(=O)N1CCN(CCC(=O)c2ccc(Cl)cc2)CC1	18%[57.1 µM]	-10%	-17%	?	-18%	-9	?	-3%	-16%
CCCC(=O)Nc1ccccc1NC(=O)c1cc(OC)c(OC)c(OC)c1	3%[57.1 µM]	6%	-6%	2%	5%	-1	-4%	10%	0%
O=C(O)C1Cc2[nH]cnc2C(c2cccc([N+](=O)[O-])c2)N1 (stereo not drawn)	-1%	1%	-5%	-13%	-19%	4	-2%	10%	0%
CN(C)c1ccc(C2C3C(=O)N(c4ccc(C(=O)O)cc4)C(=O)C3ON2c2ccccc2)cc1 (stereo not drawn)	0%	-4%	-5%	-17%	-17%	2	-4%	5%	-4%
CCOC(=O)C1=C(C)OC(N)=C(C(=O)OCC)C1c1cccnc1 (stereo not drawn)	1%	-2%	-7%	-5%	-8%	-6	11%	-4%	0%
Oc1cccc(CCC2CCCCN2Cc2cn[nH]c2-c2ccc3c(c2)OCO3)c1 (stereo not drawn)	4%[57.1 µM]	1%	0%	2%	-13%	-2	15%[11.4 µM]	-3%	3%
Cc1c(C(=O)Nc2ccccc2)sc2nc(-c3cc4ccccc4oc3=O)[nH]c(=O)c12	-4%	-7%	-1%	1%	?	-3	-7%	-2%	-9%
CC1=C(C(=O)OCC2CCCO2)C(c2ccc(C)cc2)C2=C(CC(C)(C)CC2=O)N1 (stereo not drawn)	29%	-3%	-3%	-7%	-24%	1	-1%	0%	-3%
Cc1ccc2nc(N3C(=O)C(O)=C(C(=O)c4ccc(C)o4)C3c3cccc(O)c3)sc2c1 (stereo not drawn)	5%[57.1 µM]	3%	4%	-24%	-19%	2&-8	13%[57.1 µM]	-2%	-6%
O=[N+]([O-])c1cccc(COc2ccccc2CN2CCCC2)c1	2%	-10%	-4%	21%	-12%	-8	2%	23%	5%
CN(Cc1nc(-c2ccc3c(c2)OCO3)no1)CC1(N2CCOCC2)CCCCC1	-4%[57.1 µM]	6%	4%	-45%	-15%	-2	25%[57.1 µM]	3%	-1%
Cc1cccc(N2CCN(C(=O)CCn3c(=O)c4cccn4c4cccnc43)CC2C)c1 (stereo not drawn)	-2%	-14%	-3%	-1%	?	-1	7%	1%	-5%
CCn1cc(C2=NC(c3ccccc3)CO2)c2ccccc21 (stereo not drawn)	-4%[57.1 µM]	-11%	4%	24%	-12%	0	-1%[57.1 µM]	-7%	-17%
CCCCNc1nc(Oc2ccc(=O)n(-c3ccccc3)n2)nc(N(CC)CC)n1	-13%	·	·	-1%	-18%	-1	-5%	·	·
CC(C)(CN1CCCCC1)NS(=O)(=O)c1ccc(Cl)cc1	-3%	5%	-3%	32%	-3%	-6	2%	11%	0%
O=C(COc1ccc(C(=S)N2CCCC2)cc1)Nc1ccccc1C(F)(F)F	1%[57.1 µM]	-2%	-5%	-29%	3%	1	1%[57.1 µM]	2%	-22%

Retrieved by structure from the list above, two records:
compound	TrxR1 substrate	Vif-APOBEC3F blk	Glioma ERSR ind	RGS4 inh	USP1 inh	LDHA block	TrxR1 inh	IDH1 R132H inh	Vif-APOBEC3G blk
CCCCNc1nc(Oc2ccc(=O)n(-c3ccccc3)n2)nc(N(CC)CC)n1	-13%	·	·	-1%	-18%	-1	-5%	·	·
Cc1cccc(N2CCN(C(=O)CCn3c(=O)c4cccn4c4cccnc43)CC2C)c1 (stereo not drawn)	-2%	-14%	-3%	-1%	?	-1	7%	1%	-5%

This is a subset (hit frequency here may not be typical).
